NCOA3 inh = human NCOA3 inhibition | Q9Y6Q9 | HEK293 GAL4-SRC3 luciferase reporter, luminescence | inhibition, % at 3.6 µM | hit rate 0.17% among 360,000 | AID 588352;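 active means inhibition above a per-campaign cutoff, the mean of all compounds plus 3 SD, cut at about 60% in these data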;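 further: 0% = DMSO-treated cells and 100% = gossypol-treated cells at 36 µM; higher means less SRC3-driven luciferase light from the GAL4 reporter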
TLR9-MyD88 block = inhibitors of human TLR9-MyD88 binding; Q9NR96+Q99836; CHO BLA complementation TLR9-MyD88, CCF4 FRET ratio; inhibition, % at 4.98 µM; hit rate 0.21% among 340,000;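 active means inhibition above the mean over all tested compounds plus 3 SD, cut at about 21% in these data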;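 further: 0% = DMSO only wells and 100% = clavulanate BLA inhibitor control wells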
Target sequence (Q99836 whole entry, looked up): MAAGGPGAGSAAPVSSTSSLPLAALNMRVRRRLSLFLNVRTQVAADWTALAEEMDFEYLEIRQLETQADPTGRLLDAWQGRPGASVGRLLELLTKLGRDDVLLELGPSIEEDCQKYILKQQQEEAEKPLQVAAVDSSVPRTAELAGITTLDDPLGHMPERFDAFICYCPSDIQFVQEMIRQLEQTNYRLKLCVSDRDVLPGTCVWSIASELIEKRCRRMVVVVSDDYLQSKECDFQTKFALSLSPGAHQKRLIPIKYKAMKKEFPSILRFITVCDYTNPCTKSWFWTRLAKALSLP
Target sequence (Q9NR96 whole entry, looked up): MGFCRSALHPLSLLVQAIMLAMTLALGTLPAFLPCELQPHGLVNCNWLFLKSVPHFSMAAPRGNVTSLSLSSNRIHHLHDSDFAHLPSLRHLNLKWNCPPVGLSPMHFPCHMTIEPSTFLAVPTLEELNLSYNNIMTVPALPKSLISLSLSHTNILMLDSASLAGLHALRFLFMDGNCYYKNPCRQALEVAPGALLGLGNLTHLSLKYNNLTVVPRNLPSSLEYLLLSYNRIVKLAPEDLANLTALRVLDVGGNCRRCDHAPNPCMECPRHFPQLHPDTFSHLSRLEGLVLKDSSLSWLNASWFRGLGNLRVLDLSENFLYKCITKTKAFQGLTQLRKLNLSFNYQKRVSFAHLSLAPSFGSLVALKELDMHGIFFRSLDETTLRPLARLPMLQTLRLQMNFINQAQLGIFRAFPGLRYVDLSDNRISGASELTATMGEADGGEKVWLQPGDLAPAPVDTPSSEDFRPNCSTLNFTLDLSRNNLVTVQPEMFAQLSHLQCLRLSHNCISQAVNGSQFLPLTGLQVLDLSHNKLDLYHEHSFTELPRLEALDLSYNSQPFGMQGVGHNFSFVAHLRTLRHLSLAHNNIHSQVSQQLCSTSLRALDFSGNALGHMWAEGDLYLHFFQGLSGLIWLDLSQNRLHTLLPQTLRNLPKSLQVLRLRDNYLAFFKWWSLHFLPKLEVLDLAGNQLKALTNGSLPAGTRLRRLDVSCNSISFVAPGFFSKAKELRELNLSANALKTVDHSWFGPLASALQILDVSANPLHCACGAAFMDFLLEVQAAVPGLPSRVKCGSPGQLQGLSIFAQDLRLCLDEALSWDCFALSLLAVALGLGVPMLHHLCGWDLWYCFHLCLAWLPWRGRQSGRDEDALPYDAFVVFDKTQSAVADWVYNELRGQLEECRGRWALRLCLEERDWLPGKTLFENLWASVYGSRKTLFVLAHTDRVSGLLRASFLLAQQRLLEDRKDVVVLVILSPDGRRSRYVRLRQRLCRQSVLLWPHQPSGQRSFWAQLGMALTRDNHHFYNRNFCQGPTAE
TRAIL sens C8 = sensitizes caspase-8 expressing cells to TRAIL | NB7+C8 cells + TRAIL, ATPlite viability luminescence | inhibition (viability loss, TRAIL sensitization), % at 10 µM | hit rate 1% among 360,000 | AID 624354;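 active means compounds causing at least 50% loss of cell viability in the single-dose screen, relative to plate controls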
COUP-TFII inh = inhibitors of human COUP-TFII (NR2F2); P24468; HEK293T NGFI-A luciferase reporter, luminescence; inhibition, % at 8.6 µM; hit rate 0.7% among 370,000; AID 686940;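 active means inhibition above a per-plate cutoff, mean inhibition of test wells between control levels plus 3 SD, cut at about 38% in these data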;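 further: cells cotransfected with COUP-TFII expression vector driving the NGFI-A reporter; 0% = median of COUP-TF2 test wells and 100% = reporter-only cells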
TROY NFkB inh = blocks TROY-dependent signaling in reporter cells | Q293 LMP1-TROYcd NF-kB luciferase reporter, 4 h | inhibition, % at 10 µM | hit rate 0.98% among 360,000;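 active means compounds whose plate-normalised and pattern-corrected inhibition of the luciferase reporter signal at the single screening dose is 50% or more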
LRH-1 inv ag = NR5A2 inverse agonism in reporter assay; inhibition, % at 3.6 µM; HEK293T StAR-luciferase reporter, LRH-1 transfected, 24 h; hit rate 0.13% among 360,000; O00482;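 active means inhibition above the mean inhibition of all tested compounds plus 3 SD, cut at about 73% in these data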;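 further: 0% = DMSO wells and 100% = reporter-only cells lacking LRH-1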
NCOA2 inhibitor = human SRC2 (NCOA2) inhibition; Q15596; HEK293 GAL4-SRC2 luciferase reporter, luminescence; inhibition, % at 9 µM; hit rate 0.17% among 370,000;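 active means inhibition above the mean inhibition of all tested compounds plus 3 SD, set per campaign, cut at about 52% in these data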;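 further: 0% = DMSO treated cells and 100% = cells given Gossypol at 36 µM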
EBV LMP1 NFkB = inhibitors of Epstein-Barr LMP1-induced NF-kappaB reporter | LMP1-induced NF-kappaB luciferase reporter cells, luminescence | inhibition, % at 12.5 µM | hit rate 0.69% among 350,000; in the data active means inhibition above about 41%;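 further: 0% = neutral control wells and 100% = reference inhibitor control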
TWEAK-Fn14 inh = inhibitors of TWEAK-Fn14 interaction signaling; TWEAK-stimulated Fn14 reporter cells, luciferase luminescence, 8 h; inhibition, % at 10 µM; hit rate 2% among 360,000; in the data active means inhibition above about 50%
SRC1 inh = human NCOA1 inhibition | Q15788 | hit rate 0.12% among 360,000 | HEK293 GAL4-SRC1 luciferase reporter, luminescence | inhibition, % at 3.6 µM;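 active means inhibition above the campaign mean plus 3 SD, with each screening campaign given its own cutoff, cut at about 60% in these data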;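 further: 0% = DMSO treated cells and 100% = gossypol at 36 µM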
NOD2-RIPK2 inh = NOD2-RIPK2 protein interaction inhibition; O43353; CHO BLA complementation NOD2-RIPK2, CCF4 ratio; inhibition, % at 4.98 µM; hit rate 0.38% among 360,000; in the data active means inhibition above about 21%;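 further: 0% = vehicle only and 100% = reference blocker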
* hit, by the source's call; . = no result given. Not all compounds are listed; the hit share may differ from the screen's.

SMILES	NCOA3 inh	TLR9-MyD88 block	TRAIL sens C8	COUP-TFII inh	TROY NFkB inh	LRH-1 inv ag	NCOA2 inhibitor	EBV LMP1 NFkB	TWEAK-Fn14 inh	SRC1 inh	NOD2-RIPK2 inh
Cc1ccc(-n2nc3c(c2NC(=O)c2ccccc2Br)CS(=O)C3)cc1 (stereo unspecified)	-2	1	-1	-11	-3	2	9	-10	3	-1	-3
O=C1NC2(CCCCC2)Oc2ccccc21	-5	7	-6	1	46	-6	2	7	-3	0	2
O=C(CSCc1nc2c(nnn2Cc2ccc(F)cc2)c(=O)[nH]1)Nc1c(Cl)cc(Cl)cc1Cl	4	7	-8	2	27	-6	7	2	-12	-5	-8
CCC(=O)N1CCN(c2nc(C)nc3sc(C)c(C)c23)CC1	28	-7	-5	8	13	8	0	5	9	14	-6
CCN(Cc1nc2ccccc2c(=O)[nH]1)C(=O)COc1ccccc1Cc1ccccc1	-12	-4	15	20	8	9	-8	-7	22	-7	-6
CSc1ccccc1C(=O)N1CCOCC1	2	0	6	-11	3	-8	-3	-2	14	11	-18
CN1C(=O)[C@H]2[C@@H](c3ccc(C(F)(F)F)cc3)N[C@]3(CCCN(Cc4ccc(Cl)cc4)C3=O)[C@H]2C1=O	6	4	-3	4	-4	8	16	-7	-10	-8	11
CCOc1ccc(OCC)c(S(=O)(=O)n2ccnc2C)c1	-11	8	3	-11	2	3	-2	3	-3	8	2
CCCCNC(=O)c1ccc2c(=O)n(CCCOCC)c(=S)[nH]c2c1	8	-4	1	-14	-8	12	-9	-20	-10	-39	2
O=C1NC(=Nc2ccccc2)c2c1cccc2[N+](=O)[O-]	5	-5	-2	-8	-12	4	11	1	-8	-7	-8
COc1ccc(N2CCN(Cc3nc4c(c(=O)n(C)c(=O)n4C)n3C(C)C(C)=O)CC2)cc1 (stereo unspecified)	-6	-5	4	8	11	3	-11	2	7	-1	5
CCC(=O)c1ccc(OCC(=O)Nc2ccccc2N2CCOCC2)cc1	-28	-3	3	14	-10	8	-21	-4	0	1	-7
CS(=O)(=O)N(CCc1ccccc1)CC(=O)NCc1ccncc1	16	5	-7	20	-8	4	-25	6	-10	-3	3
COc1ccc(CNC(=O)CCCn2c(SCC#N)nc3cc4c(cc3c2=O)OCO4)cc1	13	3	-9	-10	-14	20	4	0	7	-9	5
COc1ccc2c(=O)c(-c3ccc4c(c3)OCO4)coc2c1	-87	-14	57*	-24	20	-129	-31	-17	70*	-117	3
COc1ccc(/C=C/C(=O)O)cc1S(=O)(=O)N1CCCc2ccccc21	1	-3	-4	5	7	5	9	3	9	-14	-5
Cc1ccc2ccc(C(Nc3ccccc3)c3ccc(F)cc3)c(O)c2n1 (stereo unspecified)	.	.	4	-3	.	-21	-16	.	.	.	14
CCCOc1ccc2oc(=O)c3c(c2c1)CCCN3C(=O)CN(C)Cc1ccccc1	5	-11	-4	-7	14	28	8	-1	8	2	4
CCOC(=O)c1sc(NC(=O)C2CC=CCC2C(=O)O)nc1C (stereo unspecified)	0	6	8	15	2	0	-6	-5	15	-10	14
Cc1oc2c(c(C)cc3oc(=O)c(CC(=O)NCC(=O)NCC(=O)O)c(C)c32)c1C	-2	-8	-7	1	-14	13	19	-10	-8	-11	0
Cc1ccc(OCCCSc2ncccn2)cc1C	-54	-10	-4	-23	-45	-65	-96	-39	-5	-66	-7
CC1CCCN(C(=O)COC(=O)CNC(=O)c2sc3ccccc3c2Cl)C1 (stereo unspecified)	6	8	-5	-2	-3	12	9	0	2	5	-3
COc1ccc([C@H]2C[C@@H](O)[C@H](n3cc(C4CC4)nn3)CN2Cc2cccs2)cc1	-26	-14	5	14	-1	-14	-5	-3	-2	7	1
Cn1c(=O)n(CCc2ccccc2)c(=O)c2c1nc1n2CCN1Cc1ccco1	-6	20	-5	-7	11	5	11	-3	35	-13	3
Cc1cc(C)n2nc(C(=O)OCCOc3cccc(Br)c3)nc2n1	-1	5	0	-1	-19	4	-30	-6	-13	-9	-5
More structures
SMILES	NCOA3 inh	TLR9-MyD88 block	TRAIL sens C8	COUP-TFII inh	TROY NFkB inh	LRH-1 inv ag	NCOA2 inhibitor	EBV LMP1 NFkB	TWEAK-Fn14 inh	SRC1 inh	NOD2-RIPK2 inh
CCCCSc1nc2c(cnn2-c2ccc(C)c(C)c2)c(=O)[nH]1	20	2	-10	-1	-4	34	-18	7	-51	-5	-2
COc1ccc(CC(=O)n2[nH]c(=O)ccc2=O)cc1OC	20	.	-9	-4	2	7	19	-51	1	21	-10
Cc1[nH]n(-c2ccccc2)c(=O)c1C(c1ccccc1C(=O)O)c1c(C)[nH]n(-c2ccccc2)c1=O	-9	-3	10	3	9	3	-20	1	12	9	1
CCN1CCN(c2ccc(N=Cc3ccc(O)cc3O)cc2)CC1	4	0	2	22	19	-3	22	-4	1	4	2
Cc1nn(Cc2ccc(C(=O)Nc3nccs3)cc2)c(C)c1Cl	42	6	17	-2	-9	58	-23	-12	18	32	6
CC(C)[C@H](NC(=O)OC(C)(C)C)c1cc(C(=O)N2CCOCC2)c(N)s1	.	.	-5	5	.	10	-15	.	.	.	-9
NNC(=O)c1ccc(Cn2cccn2)o1	7	-18	4	-8	-11	-14	-16	-1	-10	-22	-2
COc1cccc(OC)c1CC1SC(=O)NC1=O (stereo unspecified)	11	6	-5	14	-5	18	9	-1	-21	5	6
CC(C)(C)C(=O)C1=C(O)C(=O)N(c2ccccc2)C1c1ccccc1 (stereo unspecified)	2	-7	-6	13	8	-7	9	-21	2	6	-2
Cc1ccc(C)c(SCC(=O)OC/C(O)=C(\C#N)c2nc3ccccc3[nH]2)c1	-7	-9	15	-3	35	-15	-17	-11	-11	-4	-29
COc1ccc(OC)c(C(C)NC(=O)C(C)n2cc([N+](=O)[O-])cn2)c1 (stereo unspecified)	-3	2	-7	-4	-21	-15	12	-6	9	-3	0
Cn1ncc(Cl)c1C(=O)N1CCc2ccccc21	1	-1	2	18	2	8	13	-4	2	2	2
CC(=O)c1ccc(NC(=O)CSc2nnc(-c3ccncc3)n2C2CC2)cc1	-37	0	-12	-17	5	11	1	1	10	2	0
COc1cc(C(=O)OCC(=O)Nc2ccccc2C(=O)NC2CC2)c([N+](=O)[O-])cc1OC	1	0	-15	0	4	-4	8	3	-12	3	-4
Clc1ccccc1Nc1nc(NCc2cccs2)nc2ccsc12	9	.	14	17	7	10	-9	.	12	8	-4
O=C(OCC(=O)N1CCc2ccccc21)C1CCCN1S(=O)(=O)c1ccc(Cl)cc1 (stereo unspecified)	3	-5	-39	-17	7	-12	-4	-2	10	-9	-6
CC1CCN(c2cc(N3CCOCC3)c([N+](=O)[O-])cc2F)CC1	1	10	-8	17	-11	30	-8	-4	0	12	5
CCC(CO)Oc1cc(NCc2ccc(OC)cc2)c2ncn(C(C)C)c2c1 (stereo unspecified)	-8	1	-1	6	10	-12	5	-2	3	-8	-1
CC1(C)CC(=O)C=C(c2n[nH]nc2C2CCCCC2)C1	9	1	-1	0	-5	11	4	1	5	5	4
CCOc1ncccc1C(=O)NCc1ccccc1Cl	-4	-1	-5	7	8	11	19	-7	6	-36	4
COc1ccc(NC(=O)CCNC(=O)Cn2ccc3ccccc3c2=O)cc1Cl	-10	1	-9	5	-14	6	1	-9	-2	20	0
COc1ccc(C(=O)CSc2ncn[nH]2)cc1OC	-35	-3	-7	3	48	-5	-13	-6	37	-38	0
O=C(NCC1CC1)C1Cc2c(-c3ccc(Cl)cc3)ccnc2O1 (stereo unspecified)	3	.	-3	1	7	-26	1	.	7	2	-19
CCOc1ccccc1C(=O)NC1CCN(Cc2nnnn2C2CCCC2)CC1	16	3	6	11	-5	21	2	3	5	-6	-12
Cc1cc(C)n2nc(CC(=O)NNC(=O)c3ccc(N(C)C)cc3)nc2n1	17	6	-14	12	4	0	-8	1	18	-9	-19
COC(=O)c1cc(OC)nc2c1c(=O)n(C)c(=O)n2C	15	5	1	-32	-5	16	19	-2	9	17	-1
COc1ccccc1NC(=O)Nc1nnc([C@@H]2C[C@H](O)[C@@H](CO)O2)s1	-2	.	-7	-8	-25	-1	-17	.	11	-18	-11
O=C(COC(=O)CSc1nnc(-c2ccc(Cl)cc2)o1)NCc1ccc2c(c1)OCO2	-10	-1	-16	6	12	11	22	-1	6	0	13

A section from the list above:
SMILES	NCOA3 inh	TLR9-MyD88 block	TRAIL sens C8	COUP-TFII inh	TROY NFkB inh	LRH-1 inv ag	NCOA2 inhibitor	EBV LMP1 NFkB	TWEAK-Fn14 inh	SRC1 inh	NOD2-RIPK2 inh
CCCCNC(=O)c1ccc2c(=O)n(CCCOCC)c(=S)[nH]c2c1	8	-4	1	-14	-8	12	-9	-20	-10	-39	2
O=C1NC(=Nc2ccccc2)c2c1cccc2[N+](=O)[O-]	5	-5	-2	-8	-12	4	11	1	-8	-7	-8
COc1ccc(N2CCN(Cc3nc4c(c(=O)n(C)c(=O)n4C)n3C(C)C(C)=O)CC2)cc1 (stereo unspecified)	-6	-5	4	8	11	3	-11	2	7	-1	5
CCC(=O)c1ccc(OCC(=O)Nc2ccccc2N2CCOCC2)cc1	-28	-3	3	14	-10	8	-21	-4	0	1	-7
CS(=O)(=O)N(CCc1ccccc1)CC(=O)NCc1ccncc1	16	5	-7	20	-8	4	-25	6	-10	-3	3

One compound at a time (already shown).
`CCC(CO)Oc1cc(NCc2ccc(OC)cc2)c2ncn(C(C)C)c2c1` (stereo unspecified) is listed with NCOA3 inh = -8; TLR9-MyD88 block = 1; TRAIL sens C8 = -1; COUP-TFII inh = 6; TROY NFkB inh = 10; LRH-1 inv ag = -12; NCOA2 inhibitor = 5; EBV LMP1 NFkB = -2; TWEAK-Fn14 inh = 3; SRC1 inh = -8; NOD2-RIPK2 inh = -1
`COc1cc(C(=O)OCC(=O)Nc2ccccc2C(=O)NC2CC2)c([N+](=O)[O-])cc1OC` is listed with NCOA3 inh = 1; TLR9-MyD88 block = 0; TRAIL sens C8 = -15; COUP-TFII inh = 0; TROY NFkB inh = 4; LRH-1 inv ag = -4; NCOA2 inhibitor = 8; EBV LMP1 NFkB = 3; TWEAK-Fn14 inh = -12; SRC1 inh = 3; NOD2-RIPK2 inh = -4
